b-catenin transl – alters nuclear translocation of beta-catenin in HeLa cells; immunofluorescence imaging; nuclear translocation activity, % at 5 µM; 190,000 compounds, 0.3% hits; AID 1665;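 active means nuclear translocation activity above 50% at 5 µM, with a well cell count of 50 or more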;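 further: per-cell ratio of nuclear to cytoplasmic median beta-catenin stain intensity; plate controls were DMSO negative control for no effect and GSK-3 inhibitor IX positive control for full effect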
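Assay system: human HeLa cells, native beta-catenin; doses: 5 µM primary, 0.02–20 µM confirmation; incubation: compound treatment 24 h, 37°C, 5% CO2; technique: fluorescence imaging of beta-catenin antibody stain plus DAPI; measure: % activation, nuclear-to-cytoplasmic median beta-catenin signal ratio per cell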
PMI inhibitors – inhibitors of human PMI, primary screen, biochemical, fluorescence intensity, coupled assay (AID 1209); one-dose inhibition, % at 20 µM; IC50 in µM for titrated hits; purified PMI enzyme, coupled fluorescence intensity; higher % means a stronger effect; 190,000 compounds, 0.42% hits;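 further: plate controls were DMSO vehicle for no effect and wells lacking substrate for full effect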
TNAP activation fold – human TNAP enzyme activators, primary screen, biochemical, luminescent, no phosphate acceptor, uHTS (AID 1001); purified TNAP, luminescent activation assay, no phosphate acceptor; higher activation fold means a stronger effect; one-dose activation fold at 20 µM; EC50 in µM for titrated hits; 200,000 compounds, 0.03% hits; in the data active means activation fold from about 3, or a potency from the dose series; inactive means the rest, 99 in 100 with activation fold below about 1.6; further: many of its hits are not listed in these tables
T cell modulator – T cell immune modulators affecting CD8 T cell-vesicle binding | 2C CD8+ T cell-vesicle binding, flow cytometry; active compounds read low | calls only at 7 µM | 330,000 compounds, 0.068% hits;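 active means response, share of CD8 T cells binding vesicles, and their 90th percentile fluorescence all below set limits, cut at about 80% in these data, passing the limit was not always enough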
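Assay system: 2C TCR transgenic mouse naive CD8+ T cells, MACS-purified | Read-out: CD8+ gate FL2 mean fluorescence as % of same-row positive control | Signal: High-throughput flow cytometry with anti-B7-1 and anti-CD8 staining | Timing: Binding step 1.5 h, 37 °C, antibody labelling 20 min, ice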
Hep lipid drop – modulators of hepatic lipid droplet formation; inhibition, % at 6.5 µM; 240,000 compounds, 0.4% hits; AID 1656; AML12 mouse hepatocytes, oleate lipid droplets, BODIPY imaging;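 active means lipid droplet intensity inhibited by at least 50%, with more than 500 cells counted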
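material = mouse AML12 hepatocyte cell line, fixed after treatment | also added = 100 µM oleic acid challenge | doses = compound at 6.5 µM only | schedule = overnight exposure | technique = Image-based BODIPY and DAPI two-channel analysis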
human PMI inhibitors – human PMI inhibitors, high substrate, primary screen, biochemical, fluorescence intensity, high mannose 6-phosphate (AID 1220) | recombinant PMI enzyme, coupled fluorescence intensity; higher % means a stronger effect | inhibition, % at 20 µM; hits with a dose series show IC50 in µM | 190,000 compounds, 0.66% hits
Autophagy mod – alters autophagy in cells. 190,000 compounds, 0.98% hits. MEF GFP-LC3 puncta imaging; test concentration mostly 10 µM. calls only at 10 µM (by protocol);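 active means percentage of spot-positive cells more than 3 SD above its plate mean, without a fluorescence outlier flag or 80% toxicity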;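 further: spot-positive cell cutoff set from DMSO-treated cells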
Ins promoter up – MIN6 insulin promoter up-regulation. 190,000 compounds, 0.3% hits. AID 1625. MIN6 insulin promoter-GFP reporter, high-content imaging; active compounds read high. z-score at 5 µM;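 active means z-score above 3 at 5 µM with at least 500 cells counted in the well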
MT stabilize HCS – microtubule stabilization, imaging screen; HeLa tubulin immunostaining HCS, 24 h; share of cells brighter than vehicle mean+2SD; % tubulin-high responders, % at 10 µM; 200,000 compounds, 0.83% hits; AID 2205;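 active means plate Z-score above 3 for both tubulin-high and condensed-nucleus cell shares, with cell loss under 80%, at 10 µM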;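 further: anti alpha tubulin signal scored within the nucleus-defined area of each cell; some results filed as inactive read as strong as hits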
Ins promoter up cell count – also measured in Ins promoter up; calls as there; cell count; measured here: cytotoxicity, nuclei count;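 total cells summed across four imaged fields per well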
Hep lipid drop cells 6.5 µM – also measured in Hep lipid drop; calls as there; cell count; measured here: cell count, cytotoxicity flag;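 cells counted across two imaged fields per well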
b-catenin transl cell count 5 µM – second read-out of b-catenin transl, no call of its own (marks repeat the call); cell count; measured here: cell count, cytotoxicity flag
T cell modulator vesicle-bound % – also measured in T cell modulator; calls as there; double positive events, %; measured here: CD8+ vesicle-bound cell fraction;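 binding gate set so that unloaded-vesicle control wells show 10% double positive cells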
MT stabilize HCS Hoechst-high % – also measured in MT stabilize HCS; calls as there; % Hoechst-high responders; measured here: nuclear condensation Hoechst responders;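 share of cells brighter than vehicle mean plus two SD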
MT stabilize HCS cytotoxicity % – recorded beside MT stabilize HCS, whose call it bears; toxicity, %; measured here: cytotoxicity by cell density;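 0% = mean cell density of plate MIN control wells and 100% = no cells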
Autophagy mod cell loss 18 h – recorded beside Autophagy mod, whose call it bears; toxicity, %; measured here: cell loss, nuclei count;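 cell loss after 18 h compound exposure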
* marks the source's active call; other numbers are inactive results; i = inactive; . = no result given. Unless noted, no stated cut-off is given here; in the data, active means inhibition above about 50%; inactive means the rest.

Every second line gives: b-catenin transl	b-catenin transl cell count 5 µM	PMI inhibitors	TNAP activation fold	T cell modulator	T cell modulator vesicle-bound %	Hep lipid drop	Hep lipid drop cells 6.5 µM	human PMI inhibitors	Autophagy mod	Autophagy mod cell loss 18 h	Ins promoter up	Ins promoter up cell count	MT stabilize HCS	MT stabilize HCS Hoechst-high %	MT stabilize HCS cytotoxicity %
- O=C(NC1CCCC1)c1nc2c(nnn2Cc2ccccc2Cl)c(=O)[nH]1
    .	.	-3.6%	1	i	40.1	19.0	747	-8.3%	i	-9.5	0.39	981	1.4	1.0	7.3
- CCOC(=O)c1nn(-c2cccc(Cl)c2)c2nc(CC(C)C)c(C#N)c(=O)n12
    -0.7	1207	9.8%	1.1	i	49.4	16.1	736	10.6%	i	18.4	-0.7	1014	4.5	1.7	6.8
- O=C1C(NS(=O)(=O)c2cccs2)=C(N2CCN(c3ccccc3)CC2)C(=O)c2ccccc21
    -0.8	1042	-16.2%	0.9	i	9.5	12.6	782	-54.2%	i	26.3	0.99	943	1.7	0.5	1.4
- O=C(Nc1ccccc1)N1CCCC2CCCCC21 (stereo not given)
    -0.9	1046	11.3%	1	i	5.6	3.6	621	14.1%	i	-13.4	-0.01	1823	6.7	3.1	0.0
- CC(C(=O)OCC(=O)c1c(N)n(C)c(=O)n(C)c1=O)N1C(=O)c2ccccc2C1=O (stereo not given)
    -1.5	1068	8.2%	1.1	i	30.9	10.8	548	-3.7%	i	22.6	-0.22	1503	2.3	1.2	7.8
- Cc1ccc(COC(=O)c2ccc3c(c2)C(=O)N(CCCN2CCOCC2)C3=O)cc1
    -2.2	1090	-7.5%	1.1	i	12.5	0.3	721	-0.6%	i	36.4	0.4	1332	3.1	2.2	13.0
- CC(C)Sc1nc2sc(-c3ccccc3)cc2c(=O)n1N
    .	.	10.3%	1	i	24.3	.	.	3.4%	i	1.4	.	.	2.8	1.7	6.3
- COc1cccc(-c2csc(N3CCN(S(=O)(=O)c4ccc(F)cc4)CC3)n2)c1
    0.4	1157	-0.5%	1.1	.	.	.	.	-3.2%	i	0.3	-1.14	1048	3.5	3.5	1.4
- CCSC(=S)Nc1c(C)n(C)n(-c2ccccc2)c1=O
    0.6	1552	-5.3%	1	i	54.4	7.1	713	-1.1%	i	5.5	-0.19	1467	5.7	2.4	0.6
- CCOC(=O)CN1C(=O)COc2ccc(Cl)cc21
    -0.9	791	-5.7%	1.1	i	33.3	.	.	-3.9%	i	16.8	-0.1	1414	6.6	3.3	9.4
- CCOc1cc(/C=N\O)cc(Cl)c1OCC
    .	.	-2.3%	1.1	i	9.9	-1.4	790	-3.4%	i	5.1	.	.	0.5	1.8	3.6
- Cn1c(SC2CCCCC2=O)nnc1-c1ccccc1F (stereo not given)
    -0.9	1053	7.7%	1.1	i	66.3	-6.9	649	8.0%	i	-5.9	0.71	1284	2.5	3.8	8.1
- O=C(Nc1cccc(Cl)c1)N(Cc1nc2ccccc2c(=O)[nH]1)Cc1cccs1
    -0.6	1149	10.2%	1	i	27.6	7.2	679	2.8%	i	-4.5	-0.52	1520	4.5	2.9	10.2
- Cc1cnn(C(=O)c2oc3ccccc3c2C)c1
    -0.9	1040	-1.3%	1.1	i	54.5	29.9	647	-4.9%	i	2.9	-0.4	1201	3.3	1.6	8.2
- Cc1cc(Nc2ccc(O)cc2)n2c(nc3ccccc32)c1C#N
    0.1	1139	1.2%	1.1	i	48.7	-1.9	667	30.8%	i	15.9	-0.31	1255	1.4	0.8	5.1
- COc1ccc(C(=O)Cn2c(N3CCOCC3)nc3c2c(=O)n(C)c(=O)n3C)cc1
    -6.0	972	11.7%	1.1	.	.	.	.	5.0%	.	.	-0.02	1227	.	.	.
- CNC(=O)CSc1cn(CC(=O)N(C(C)C)C(C)C)c2ccccc12
    -1.1	1151	7.0%	1.1	i	4.2	3.1	694	6.9%	i	-19.5	0.97	1286	.	.	.
- CC(C)n1cc(NC(=O)C2CC(c3cccc(Br)c3)=NO2)cn1 (stereo not given)
    -4.9	1210	0.9%	1	i	13.7	-2.1	802	-3.9%	i	10.0	-0.3	927	2.7	1.5	3.3
- CC(C)c1ccc(SCc2noc(C(=O)NCC3CCCO3)c2C(=O)O)cc1 (stereo not given)
    -1.3	1312	-2.0%	1.1	.	.	.	.	-13.1%	i	-0.5	1.44	1338	1.9	1.2	7.6
- O=C(Nc1cnc2ccccc2c1)c1cccc(-n2cnnn2)c1
    -1.5	1349	4.8%	1	i	56.7	.	.	2.4%	i	12.3	2.1	1231	1.6	2.2	6.1

Two of these compounds, set out differently:
SMILES	b-catenin transl	b-catenin transl cell count 5 µM	PMI inhibitors	TNAP activation fold	T cell modulator	T cell modulator vesicle-bound %	Hep lipid drop	Hep lipid drop cells 6.5 µM	human PMI inhibitors	Autophagy mod	Autophagy mod cell loss 18 h	Ins promoter up	Ins promoter up cell count	MT stabilize HCS	MT stabilize HCS Hoechst-high %	MT stabilize HCS cytotoxicity %
Cn1c(SC2CCCCC2=O)nnc1-c1ccccc1F (stereo not given)	-0.9	1053	7.7%	1.1	i	66.3	-6.9	649	8.0%	i	-5.9	0.71	1284	2.5	3.8	8.1
CC(C)n1cc(NC(=O)C2CC(c3cccc(Br)c3)=NO2)cn1 (stereo not given)	-4.9	1210	0.9%	1	i	13.7	-2.1	802	-3.9%	i	10.0	-0.3	927	2.7	1.5	3.3

Further entries follow.
Every second line gives: b-catenin transl	b-catenin transl cell count 5 µM	PMI inhibitors	TNAP activation fold	T cell modulator	T cell modulator vesicle-bound %	Hep lipid drop	Hep lipid drop cells 6.5 µM	human PMI inhibitors	Autophagy mod	Autophagy mod cell loss 18 h	Ins promoter up	Ins promoter up cell count	MT stabilize HCS	MT stabilize HCS Hoechst-high %	MT stabilize HCS cytotoxicity %
- Cc1ccc(-c2csc3ncn(Cc4ccc(C(=O)O)cc4)c(=O)c23)cc1C
    0.5	1492	20.7%	1.1	i	15.6	3.2	720	28.5%	i	5.5	.	.	2.6	1.8	4.8
- COc1ccc(C(=O)NCC(=O)NCC(=O)OCc2ccc(Br)cc2)cc1
    1.7	886	13.3%	1.1	i	66.7	-0.8	760	7.7%	i	3.3	-0.43	1535	3.7	2.3	7.6
- Cc1cccc(-n2cc(C#N)c(=O)[nH]c2=O)n1
    -2.6	541	3.8%	1.1	i	57.1	24.9	603	6.3%	i	10.5	0.32	1396	3.9	1.5	8.9
- Cc1ccc(NC(=S)NNC(=O)c2nnn(-c3ccccc3)c2C)cc1
    -1.6	956	9.0%	2.6	i	16.8	3.2	633	-13.3%	i	-3.6	.	.	5.2	3.0	4.2
- C#CCCCCCCCCC(=O)NCCCC
    -0.1	1047	-1.5%	1	i	51.1	1.3	714	4.0%	i	1.6	0.82	1188	3.0	1.7	19.3
- COc1ccc(N(C(=O)c2cccnc2)S(=O)(=O)c2ccc3c(c2)n(C)c(=O)n3C)cc1
    .	.	11.0%	1	i	39.7	-18.9	763	14.4%	i	15.0	0.14	1266	4.8	1.6	1.4
- CC(=O)c1ccc(N2CCN(CC(=O)N(CC(C)C)c3c(N)n(CC(C)C)c(=O)[nH]c3=O)CC2)cc1
    1.0	1152	5.8%	1	i	8.6	3.7	721	-0.1%	i	11.8	0.57	1320	2.6	2.9	2.0
- Cc1ccccc1NC(=O)NC1(C(=O)N2CCOCC2)CCCCC1
    -1.6	1005	7.2%	1.1	i	6.6	14.4	709	6.9%	i	-3.9	-0.9	1413	1.2	1.9	8.5
- CCCC1=C(C(=O)OCC)C(c2ccc(F)cc2)n2ncnc2N1 (stereo not given)
    -1.0	1030	4.9%	1.1	i	19.0	.	.	11.5%	i	37.7	.	.	1.8	2.5	12.9
- O=C(Nc1cccnc1)c1sc(Nc2ccccc2)nc1-c1ccccc1
    -3.2	597	-4.6%	1.1	i	12.8	16.0	604	-2.8%	i	-8.7	-0.4	1311	5.9	2.8	11.8
- Cc1ccc(C)c(N2CCN(S(=O)(=O)c3cccc4cccnc34)CC2)c1
    -0.6	1078	4.1%	0.9	i	12.8	8.4	729	1.7%	i	-36.8	.	.	3.8	1.3	3.6
- COc1ccc2c(C)cc3nncn3c2c1
    -5.5	907	-15.3%	1	i	38.0	1.6	669	-8.0%	i	-4.3	0.37	1602	1.4	1.1	5.9
- O=C(c1ccccc1)N1CCN(c2ccc([N+](=O)[O-])c(NCc3ccco3)c2)CC1
    2.0	1208	25.0%	0.9	i	33.4	.	.	43.6%	i	9.2	0.04	1588	1.8	1.0	3.6
- O=C(CSc1nncs1)NC(=O)NC1CCCC1
    1.6	1046	-2.4%	1.1	i	9.9	9.5	747	2.9%	i	2.1	-1.01	1118	1.9	1.4	5.8
- CC(C)c1nc(NCCO)c2nnn(Cc3ccccc3)c2n1
    -1.2	944	0.8%	1.1	i	24.9	-3.8	660	-1.9%	i	-4.2	-1.01	1578	4.4	2.1	8.4
- O=C(Nc1ccc(F)c(F)c1)c1ccc(F)c(S(=O)(=O)N2CCOCC2)c1
    0.2	1425	-2.8%	1.1	i	32.6	.	.	-0.8%	i	-7.8	0.04	1365	1.6	1.0	3.6

Four compounds picked at random from the list so far, as already listed:
Every second line gives: b-catenin transl	b-catenin transl cell count 5 µM	PMI inhibitors	TNAP activation fold	T cell modulator	T cell modulator vesicle-bound %	Hep lipid drop	Hep lipid drop cells 6.5 µM	human PMI inhibitors	Autophagy mod	Autophagy mod cell loss 18 h	Ins promoter up	Ins promoter up cell count	MT stabilize HCS	MT stabilize HCS Hoechst-high %	MT stabilize HCS cytotoxicity %
- Cc1ccc(C)c(N2CCN(S(=O)(=O)c3cccc4cccnc34)CC2)c1
    -0.6	1078	4.1%	0.9	i	12.8	8.4	729	1.7%	i	-36.8	.	.	3.8	1.3	3.6
- O=C(c1ccccc1)N1CCN(c2ccc([N+](=O)[O-])c(NCc3ccco3)c2)CC1
    2.0	1208	25.0%	0.9	i	33.4	.	.	43.6%	i	9.2	0.04	1588	1.8	1.0	3.6
- COc1ccc2c(C)cc3nncn3c2c1
    -5.5	907	-15.3%	1	i	38.0	1.6	669	-8.0%	i	-4.3	0.37	1602	1.4	1.1	5.9
- O=C(CSc1nncs1)NC(=O)NC1CCCC1
    1.6	1046	-2.4%	1.1	i	9.9	9.5	747	2.9%	i	2.1	-1.01	1118	1.9	1.4	5.8

Source: PubChem BioAssay (several laboratories)
